mIAP activ: mouse IAP activation | AID 2805 | 0.24% of 330,000 active | activation factor at 10 µM | muIAP, CDP-Star luminescence, 30 min; stronger effect = higher value; 1 = vehicle-only enzyme signal, 0 = enzyme-free wells;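 active = activation factor of at least 2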; note: the source names both 10 and 20 µM as test concentration; values of inactives mirror those of a sister screen read the other way
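also added = chemiluminescent substrate CDP-Star | test system = mouse IAP enzyme | signal = chemiluminescence readout | compound = DMSO-dissolved test compounds | incubation = 30 min at room temperature | benchmarks = DMSO wells, no-enzyme wells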
NLRP3 yeast inh: NALP3 inhibition in yeast; 0.39% of 330,000 active; AID 2825; inhibition, % at 10 µM; Yeast reconstituted NLRP3/ASC/caspase-1, beta-gal luminescence, 24 h;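 active = inhibition of 50% or more; inactive = inhibition below 50%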;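 note: plate controls were induced DMSO wells for no effect and uninduced yeast grown without galactose for full effect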
beta cell repl: MIN6 beta-cell proliferation induction; AID 2380; MIN6 cells proliferation, ATPlite luminescence, 48 h; cells starved in 0.2% serum; 100% = growth in 10% serum; 0.29% of 330,000 active; proliferation, % at 10 µM;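 active = compounds whose signal lies at least 3.5 SD above the mean of all wells on their plate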;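 note: 0% = DMSO-treated cells in low-serum medium and 100% = 10% serum control; some compounds called inactive have numbers as strong as hits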
TIM10 inh: growth inhibitors of TIM10 yeast strain. S. cerevisiae TIM10 strain growth, BacTiter-Glo luminescence, 24 h. inhibition, % at 10 µM. 1.4% of 330,000 active;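 active = inhibition of 40% or more at the single tested concentration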;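 note: wild-type TIM10 isogenic control strain grown at permissive 25 °C; 0% = DMSO yeast wells and 100% = minimal medium wells without yeast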
tim10-1 inh: growth inhibitors of tim10-1 mutant yeast. AID 463190. inhibition, % at 20 µM. S. cerevisiae tim10-1 ts strain growth, BacTiter-Glo, 24 h. 2.2% of 330,000 active;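 active = inhibition of at least 40%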;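 note: mutant grown at 25 °C; 0% = DMSO wells with yeast and 100% = wells holding no yeast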
hIAP inh: blocks human intestinal alkaline phosphatase | P09923 | AID 2544 | 0.12% of 330,000 active | inhibition, % at 10 µM | purified IAP, CDP-Star luminescence, 30 min;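 active = inhibition reaching a set limit with compound at 10 µM in the primary screen, cut at about 35% in these data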;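 note: plate controls were DMSO wells with enzyme for no effect and no-enzyme buffer wells for full effect; values of inactives mirror those of a sister screen read the other way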
Target sequence (P09923 whole entry, looked up): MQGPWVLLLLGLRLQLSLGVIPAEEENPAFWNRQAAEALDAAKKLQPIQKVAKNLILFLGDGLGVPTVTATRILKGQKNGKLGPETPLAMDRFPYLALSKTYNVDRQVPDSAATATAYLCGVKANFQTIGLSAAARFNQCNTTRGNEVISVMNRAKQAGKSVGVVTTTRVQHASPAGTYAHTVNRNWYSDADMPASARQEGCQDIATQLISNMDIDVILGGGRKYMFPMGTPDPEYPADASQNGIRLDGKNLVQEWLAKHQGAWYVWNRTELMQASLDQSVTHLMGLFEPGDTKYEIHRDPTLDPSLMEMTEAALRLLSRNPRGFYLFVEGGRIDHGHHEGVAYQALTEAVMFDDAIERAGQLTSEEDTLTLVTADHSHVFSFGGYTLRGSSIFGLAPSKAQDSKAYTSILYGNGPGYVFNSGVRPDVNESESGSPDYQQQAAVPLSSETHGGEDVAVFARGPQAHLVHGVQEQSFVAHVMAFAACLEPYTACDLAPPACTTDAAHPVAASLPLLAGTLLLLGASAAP
mIAP block: mouse IAP inhibition | purified mouse IAP, CDP-Star luminescence, 30 min | inhibition, % at 10 µM | 0.2% of 330,000 active | AID 2806;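 active = inhibition of at least 40% at 10 µM in the primary screen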;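 note: plate controls were DMSO with enzyme for no effect and no enzyme wells for full effect; values of inactives mirror those of a sister screen read the other way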
A3A deaminase: blocks human APOBEC3A ssDNA deamination; P31941; 0.41% of 330,000 active; recombinant A3A, FAM/TAMRA ssDNA deamination fluorescence; inhibition, % at 20 µM;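 active = at least 40% inhibition at 20 µM here, with at most 30% in a related deaminase screen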;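 note: plate controls were A3A with DMSO for no effect and wells lacking A3A enzyme for full effect; some results filed as inactive read as strong as hits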
A3G deaminase: APOBEC3G (human) deaminase inhibition; recombinant A3G, ssDNA deamination FAM/TAMRA fluorescence; 0.28% of 330,000 active; inhibition, % at 20 µM;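 active = inhibition of at least 40% at 20 µM, with no more than 30% in the related APOBEC3A deaminase screen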;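 note: plate controls were DMSO wells with A3G for no effect and wells lacking A3G enzyme for full effect; some compounds called inactive have numbers as strong as hits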
Target sequence (Q9HC16 whole entry, looked up): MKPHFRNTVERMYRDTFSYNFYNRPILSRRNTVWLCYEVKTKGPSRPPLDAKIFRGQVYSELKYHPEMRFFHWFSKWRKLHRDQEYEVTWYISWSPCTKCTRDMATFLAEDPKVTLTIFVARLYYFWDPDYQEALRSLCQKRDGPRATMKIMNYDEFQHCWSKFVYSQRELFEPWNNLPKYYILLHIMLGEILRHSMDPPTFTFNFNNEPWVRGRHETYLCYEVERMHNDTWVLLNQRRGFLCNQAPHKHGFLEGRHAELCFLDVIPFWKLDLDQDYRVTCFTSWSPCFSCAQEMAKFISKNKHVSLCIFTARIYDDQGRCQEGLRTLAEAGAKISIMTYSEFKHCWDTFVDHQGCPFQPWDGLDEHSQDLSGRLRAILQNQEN
* marks the source's active call; other numbers are inactive results; nt = no result given.

[1] CCC(=O)N1CCc2cc(S(=O)(=O)CCC(=O)NC3CCCCC3)ccc21
[2] Cc1ccc(C2CC(C(F)F)n3ncc(C(=O)Nc4cnn(Cc5ccccc5C)c4)c3N2)cc1 (stereo not drawn)
[3] CNC(=O)N(C1=NCC(C)S1)c1ccc(F)cc1F (stereo not drawn)
[4] Cc1cc(C)c(S(=O)(=O)NCCSCc2ccco2)c(C)c1
[5] COc1ccc(OC)c(CC(NC(C)=O)C(=O)NC2CCN(c3nc(OC)nc(OC)n3)CC2)c1 (stereo not drawn)
[6] COc1ccc(NC(=O)CC(Cc2ccccc2)C(=O)O)cc1 (stereo not drawn)

Screen / compound no.	1	2	3	4	5	6
mIAP activ	0.98	1.1	0.98	0.88	1	1.1
NLRP3 yeast inh	9	-4	41	1	13	-7
beta cell repl	-2	-5	-3	3	3	-2
TIM10 inh	17	0	-31	18	3	-13
tim10-1 inh	18	15	19	18	3	1
hIAP inh	-7	-4	-20	12	-9	-11
mIAP block	2	-6	2	12	-2	-6
A3A deaminase	-1	-2	0	13	0	-2
A3G deaminase	-2	-3	-7	1	-4	-5

[7] CCOc1cc(C2C3=C(CCCC3=O)N(CCC(=O)O)C3=C2C(=O)CCC3)ccc1OS(=O)(=O)c1ccc(C)cc1
[8] CCn1c2ccccc2c2cc(NC(=O)CC(C)=O)ccc21
[9] COC(=O)c1cc(NC(=O)CSC2=NCCS2)cc(C(=O)OC)c1
[10] CCOc1cc(C(=O)Nc2ccc(S(=O)(=O)Nc3nnc(CC)s3)cc2)cc(OCC)c1OCC
[11] O=C(CN1C(=O)/C(=C/c2ccco2)SC1=S)Nc1ccc(C(=O)O)c(O)c1
[12] CC(=O)Nc1ccc(Nc2cc(N(C)C)c3nonc3c2[N+](=O)[O-])cc1

Screen / compound no.	7	8	9	10	11	12
mIAP activ	1	0.86	0.92	0.91	0.33	0.84
NLRP3 yeast inh	-6	6	0	2	18	8
beta cell repl	-2	-3	-2	-3	-1	5
TIM10 inh	3	-19	-13	-1	11	5
tim10-1 inh	-6	24	15	26	-3	-10
hIAP inh	-7	2	-12	-11	16	11
mIAP block	-3	14	8	9	67*	16
A3A deaminase	7	-9	2	-3	93	-1
A3G deaminase	7	-10	0	-8	73	-4

[13] NC(=O)c1ccc[n+](Cc2cccc3ccccc23)c1
[14] CC(C)(C)c1cc(NC(=O)Nc2ccccc2)no1
[15] Nc1nc(N)c2cc(Sc3ccc4ccccc4c3)ccc2n1
[16] CCCCCCn1c(SCCOC)nc2c1c(=O)[nH]c(=O)n2C
[17] O=C(Nc1cccc(-c2csc(Nc3cccc(C(F)(F)F)c3)n2)c1)c1cc([N+](=O)[O-])cc(C(F)(F)F)c1
[18] O=C(Nc1cccn(Cc2c(Cl)cccc2Cl)c1=O)c1ccc(Cl)cc1Cl

Screen / compound no.	13	14	15	16	17	18
mIAP activ	1.1	1.1	0.92	0.93	0.94	0.86
NLRP3 yeast inh	10	27	31	-2	15	12
beta cell repl	-3	-1	-4	8	-8	-5
TIM10 inh	0	29	17	-14	10	19
tim10-1 inh	1	21	89*	-10	12	13
hIAP inh	4	1	5	3	-9	4
mIAP block	-6	-15	8	7	6	14
A3A deaminase	-2	-2	-1	-1	1	0
A3G deaminase	-5	-8	-5	-6	-4	-4

Three records picked at random from those above, as already listed:
[13] NC(=O)c1ccc[n+](Cc2cccc3ccccc23)c1
[15] Nc1nc(N)c2cc(Sc3ccc4ccccc4c3)ccc2n1
[17] O=C(Nc1cccc(-c2csc(Nc3cccc(C(F)(F)F)c3)n2)c1)c1cc([N+](=O)[O-])cc(C(F)(F)F)c1

Screen / compound no.	13	15	17
mIAP activ	1.1	0.92	0.94
NLRP3 yeast inh	10	31	15
beta cell repl	-3	-4	-8
TIM10 inh	0	17	10
tim10-1 inh	1	89*	12
hIAP inh	4	5	-9
mIAP block	-6	8	6
A3A deaminase	-2	-1	1
A3G deaminase	-5	-5	-4

The list continues.
[19] COC(=O)COc1cccc(NC(=O)c2cc(OC)cc(OC)c2)c1
[20] Cc1ccc(CN2C(=O)CNC2=S)cc1
[21] CC1=C(C(=O)OCc2ccc3c(c2)OCO3)C(c2ccccc2OCc2ccccc2)NC(=O)N1 (stereo not drawn)
[22] COc1ccc(N(CC(=O)Nc2ccc(S(=O)(=O)N3CCCC3)cc2)S(C)(=O)=O)cc1OC
[23] CC(=O)Oc1ccc(-c2ccc(C(=O)OCC(=O)N(C)CC(=O)Nc3ccccc3Cl)cc2)cc1
[24] C=CCNC(=O)C1CC(=O)N(c2ccc(OCC(=O)Nc3ccc(Cl)c(C(F)(F)F)c3)cc2)C1 (stereo not drawn)

Screen / compound no.	19	20	21	22	23	24
mIAP activ	1	0.97	0.99	1.1	0.91	1.1
NLRP3 yeast inh	19	2	1	5	25	10
beta cell repl	-5	1	-4	-2	-6	-5
TIM10 inh	13	3	14	4	8	-21
tim10-1 inh	2	-2	-7	6	3	4
hIAP inh	3	-3	-3	-22	-2	9
mIAP block	-1	3	1	-7	9	-12
A3A deaminase	1	3	2	-1	5	-2
A3G deaminase	-6	4	-7	-7	-5	-3

[25] CCN1C(=O)[C@H]2[C@@H](c3ccc(-c4ccc(F)cc4)c(OC)c3)N[C@@](C)(C(=O)OC)[C@H]2C1=O
[26] CC1(C)Cc2cccc(OCC(=O)N3CCN(c4ccccc4F)CC3)c2O1
[27] O=C(CSc1nnc(-c2ccco2)n1-c1ccccc1)NCc1ccc2c(c1)OCO2
[28] CCOC(=O)C1CCN(C(=O)C2CCCN2S(=O)(=O)c2ccc(Cl)cc2)CC1 (stereo not drawn)
[29] CCOC(=O)C1CCCN(C(=O)CCc2ccccc2)C1 (stereo not drawn)
[30] Cc1ccccc1OCCSc1nc(N(C)C)nc(N(C)C)n1

Screen / compound no.	25	26	27	28	29	30
mIAP activ	0.97	0.91	1.1	1	1	0.98
NLRP3 yeast inh	14	25	-5	-3	11	14
beta cell repl	-4	3	2	-1	0	-4
TIM10 inh	9	-9	-2	11	2	8
tim10-1 inh	13	4	32	20	2	10
hIAP inh	22	8	-18	-9	4	10
mIAP block	3	9	-12	-3	-5	2
A3A deaminase	4	-3	-9	-8	0	-3
A3G deaminase	1	-3	-5	-4	-2	-4

[31] O=C(Cc1ccccc1)N1O[C@H]2C=C[C@@H]1CC2
[32] O=C1CNCc2[nH]c3ccccc3c2N1c1ccccc1
[33] Cc1cc(C)cc(NC(=O)c2cccc(NC3=NC4CS(=O)(=O)CC4S3)c2)c1 (stereo not drawn)
[34] Cn1cc(Cl)c(-c2n[nH]c(=S)n2C2CCCCC2)n1
[35] CCOC(=O)c1sc(NC(=O)CN2C(=O)c3cccc4cccc(c34)C2=O)nc1C
[36] CC[C@]12c3[nH]c4ccccc4c3CCN1C(=O)C(CC(=O)NC/C=C(\C)CCC=C(C)C)C[C@@H]2C(=O)N1CCN(C(=O)C2CC2)CC1 (stereo partly drawn)

Screen / compound no.	31	32	33	34	35	36
mIAP activ	1.2	0.95	1.1	0.95	0.96	1.1
NLRP3 yeast inh	nt	1	4	12	18	20
beta cell repl	nt	-3	-1	0	-4	-5
TIM10 inh	-12	15	-2	11	-8	8
tim10-1 inh	13	16	-16	-2	5	-1
hIAP inh	nt	13	0	11	6	2
mIAP block	-17	5	-12	5	4	-7
A3A deaminase	0	-1	-4	-4	4	-2
A3G deaminase	-1	-1	-11	16	10	-8

Part of the list above, showing only A3A deaminase and beta cell repl:
#	SMILES	A3A deaminase	beta cell repl
32	O=C1CNCc2[nH]c3ccccc3c2N1c1ccccc1	-1	-3
33	Cc1cc(C)cc(NC(=O)c2cccc(NC3=NC4CS(=O)(=O)CC4S3)c2)c1 (stereo not drawn)	-4	-1

Further structures:
[37] CS(=O)(=O)N(CC(=O)N1CCCC1)c1cccc(F)c1
[38] Cc1cccnc1NC(=O)CSc1nnc(COc2ccc(C(C)C)cc2)n1C
[39] Cc1ccc(NC(=O)C2CCCN(c3ncccn3)C2)c(C)c1 (stereo not drawn)
[40] O=C(O)CSCc1c(F)cccc1Cl
[41] COC(=O)[C@H](Cc1ccc(O)cc1)NC(=O)Cn1cnc(C(=O)Nc2ccc(C)c(C)c2)n1
[42] COc1ccc(CCN2CCCn3c2nc2c3c(=O)n(Cc3ccccc3F)c(=O)n2C)cc1OC

Screen / compound no.	37	38	39	40	41	42
mIAP activ	1.1	0.97	1	0.88	0.99	1
NLRP3 yeast inh	-7	6	8	9	nt	-1
beta cell repl	0	-4	-3	-1	nt	0
TIM10 inh	-4	25	-5	12	-11	16
tim10-1 inh	-9	13	1	9	13	37
hIAP inh	-38	-16	15	11	nt	-9
mIAP block	-6	3	-3	12	0	-3
A3A deaminase	-5	4	-1	-2	-3	-2
A3G deaminase	-1	-2	-8	-8	0	-5

[43] CCc1cc2c(-n3nc(C)cc3C)ncnc2s1
[44] COc1ccccc1/C=C/C=N/n1c(COc2ccccc2)n[nH]c1=S
[45] CC(C)C(=O)Nc1ccc(C(=O)NNC(=O)C(c2ccccc2)c2ccccc2)cc1
[46] COc1ccc(CCNC(=O)C2CCN(S(=O)(=O)c3ccc4nc5c(c(C(=O)O)c4c3)CCCC5)CC2)cc1OC
[47] O=C(NC(=S)Nc1cccc(NC(=O)c2ccccc2Cl)c1)c1cccs1
[48] CCc1ccc(C(=O)NNC(=O)c2cccc(N3C(=O)CCC3=O)c2)cc1

Screen / compound no.	43	44	45	46	47	48
mIAP activ	1	0.94	1.1	0.95	0.76	1
NLRP3 yeast inh	-12	25	-9	-10	-10	-6
beta cell repl	-2	2	-3	-1	-4	-4
TIM10 inh	6	19	-8	2	5	8
tim10-1 inh	18	17	5	21	4	-4
hIAP inh	-6	-38	9	-9	22	-8
mIAP block	-1	6	-6	5	24	0
A3A deaminase	4	-2	-2	2	-5	5
A3G deaminase	4	1	-9	3	-7	-1

[49] COc1ccc(NC(=O)COc2ccc(N(C)S(=O)(=O)c3ccc(Cl)cc3)cc2)cc1
[50] O=C(COc1ccc(Cl)cc1Cl)NNC(=S)NC(=O)c1ccco1
[51] O=C(Cc1ccc(-c2ccccc2)cc1)NCc1cccnc1
[52] Cc1ccc2[nH]nc(C(=O)N3CCCC(C(=O)c4ccc(Cl)cc4)C3)c2c1 (stereo not drawn)
[53] CCCCn1c(N)c(N(CC(C)C)C(=O)CCCc2nc3ccccc3s2)c(=O)[nH]c1=O

Screen / compound no.	49	50	51	52	53
mIAP activ	1.4	0.9	1	1	0.97
NLRP3 yeast inh	9	37	19	11	0
beta cell repl	-7	-5	-3	-1	4
TIM10 inh	-2	35	7	-5	-7
tim10-1 inh	5	17	23	9	-17
hIAP inh	3	-42	-8	-31	-4
mIAP block	-36	10	-2	-1	3
A3A deaminase	-4	-3	1	-2	3
A3G deaminase	-4	6	0	-5	-6

Bioassay records: PubChem BioAssay, Sanford-Burnham Center for Chemical Genomics
